Screens from PubChem.
PI4K2A inh: blocks human PI4K2A kinase activity | Q9BTU6 | AID 1346378 | activity change, negative = inhibition, % at 76.9 µM | purified PI4K2A, ADP-Glo luminescence, 1 h; stronger effect = lower value | 0.13% of 420,000 active; in the data active means activity change below about -50%; inconclusive means mostly about -30% to -49%;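 further: -100% = wells without enzyme as full effect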
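Compounds are screened against recombinant PI4K2A using PI as substrate and ATP, the latter dispensed at 300 microM. Reactions run one hour at ambient temperature before ADP-Glo detection; full inhibition defined by wells lacking enzyme.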
RXFP1 agonist: RXFP1 (human) receptor agonism; HEK293T-RXFP1 cAMP TR-FRET, 30 min; response scale: percent of porcine relaxin response, buffer zero; 0.3% of 370,000 active; Q9HBX9; AID 2676; Potency, µM (series often up to 57.5 µM), inactives show top-dose activation, usual class: activators; further: potency means the concentration at half of the fitted maximal effect; on the % scale 0 is the no-effect control and ±100 the full control effect; nearly all actives have a fitted effect of over 60% in size; many of its hits are not listed in these tables
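cAMP rise read by TR-FRET after 30 min, 37C compound exposure (up to 58 uM) in RXFP1-transfected HEK293 cells with Ro 20174 present. EC50 from Hill-equation fits, with 29 nM porcine relaxin as 100% and buffer as basal.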
TrxR1 substrate: is turned over as a substrate by rat TrxR1 | 0.01% of 390,000 active | purified TrxR1 substrate turnover, NADPH consumption readout | Potency, µM (titrated, usually from 114 µM), for the others: top-dose activity change, negative = substrate turnover | O89049; further: potency means the concentration at half of the fitted maximal effect; on the % scale 0 is the no-effect control and ±100 the full control effect; nearly all actives have a fitted effect of over 50% in size
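Rat TrxR1, dispensed at 90 nM, was prereduced with 400 uM NADPH (final) for 5 min at ~22 deg C, then incubated with compound 15 min before 400 uM selenite. A first-read NADPH fluorescence drop versus no-compound background flagged substrates.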
mIDH1 inhibitor: blocks human mutant IDH1 R132H enzyme. O75874. IDH1-R132H enzyme, NADPH consumption, diaphorase/resazurin fluorescence. AID 602179. Potency, µM (top dose mostly 76.6 µM), without a hit: top-dose activity change, negative = inhibition, hits mostly inhibitors. 0.093% of 390,000 active; further: potency means the concentration at half of the fitted maximal effect; on the % scale 0 is the no-effect control and ±100 the full control effect; nearly all actives have a fitted effect of over 65% in size
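IDH1-R132H (0.5 ug/mL) preincubated 30 min with compound, then NADPH (0.016 mM) and alpha-KG (2 mM) added; 80 min at RT, pH 7.5. Remaining NADPH coupled via diaphorase/resazurin to fluorescence (540/590 nm); concentration-response curves normalized to no-enzyme control.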
Vif-APOBEC3F blk: blocks the Vif interaction with APOBEC3F; HeLa A3F-eYFP + Vif (tagged APOBEC3F with the HIV-1 protein that degrades it), YFP fluorescence increase; Potency, µM (series often up to 46.1 µM), for the others: at the top dose activity, negative = active; 0.2% of 390,000 active; further: potency means the concentration at half of the fitted maximal effect; % of control where 0% means no effect; nearly all actives have a fitted effect of over 65% in size
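HeLa cells stably expressing Vif plus C-terminally eYFP-tagged A3F were seeded, incubated overnight at 37 deg C, dosed with compound, incubated overnight again at 37 deg C. Yellow fluorescence (Ex 488/Em 500-530) reported blocked Vif-mediated A3F-eYFP degradation.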
Glioma ERSR ind: induces the endoplasmic reticulum stress response in human glioma cells; U87-MG GRP78 promoter luciferase reporter, 16 h; Potency, µM, without a hit: at the highest dose activation, usual class: activators; 0.02% of 420,000 active; AID 602332; further: potency means the concentration at half of the fitted maximal effect; series mostly up to about 76 µM; % of control where 0% means no effect; nearly all actives have a fitted effect of over 35% in size
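Stably transfected U87-MG glioma cells carrying a GRP78-based luciferase sensor; 16 h compound incubation. Luminescence end-point read 10 min after Bright-Glo addition at room temperature.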
USP1 inh: USP1/UAF1 (human) deubiquitinase inhibition; recombinant USP1/UAF1, Ub-Rhodamine cleavage fluorescence; O94782; 0.23% of 390,000 active; Potency, µM (highest dose often 57.1 µM), for the others: top-dose activity change, negative = inhibition, hits mostly inhibitors; AID 743255; further: potency means the concentration at half of the fitted maximal effect; on the % scale 0 is the no-effect control and ±100 the full control effect; nearly all actives have a fitted effect of over 60% in size; inactives centre near -12
Target sequence (O94782 whole entry, looked up): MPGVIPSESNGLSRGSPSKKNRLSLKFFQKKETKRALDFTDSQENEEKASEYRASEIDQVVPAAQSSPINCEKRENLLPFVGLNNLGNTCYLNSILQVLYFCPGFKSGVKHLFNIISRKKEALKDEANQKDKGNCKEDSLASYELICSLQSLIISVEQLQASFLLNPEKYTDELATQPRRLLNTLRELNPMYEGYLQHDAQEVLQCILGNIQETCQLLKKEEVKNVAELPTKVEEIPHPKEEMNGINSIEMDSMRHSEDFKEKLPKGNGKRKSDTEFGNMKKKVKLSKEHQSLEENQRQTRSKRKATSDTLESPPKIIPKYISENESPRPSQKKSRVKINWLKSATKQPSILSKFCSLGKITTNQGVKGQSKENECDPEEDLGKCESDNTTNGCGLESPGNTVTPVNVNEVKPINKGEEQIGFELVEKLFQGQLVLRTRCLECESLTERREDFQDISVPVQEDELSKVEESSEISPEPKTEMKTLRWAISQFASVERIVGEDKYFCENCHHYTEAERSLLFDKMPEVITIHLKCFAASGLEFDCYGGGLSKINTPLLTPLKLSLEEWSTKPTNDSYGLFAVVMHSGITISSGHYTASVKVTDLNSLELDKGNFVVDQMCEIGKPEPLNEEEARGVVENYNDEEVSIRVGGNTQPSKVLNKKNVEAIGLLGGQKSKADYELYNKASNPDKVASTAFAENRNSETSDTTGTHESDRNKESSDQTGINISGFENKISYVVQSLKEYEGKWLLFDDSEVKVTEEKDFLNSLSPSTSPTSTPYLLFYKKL
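High-throughput fluorogenic screen: 1nM USP1/UAF1 complex, Ub-Rho substrate 150nM final, 50mM HEPES pH 7.8 with 0.5mM EDTA, 0.1 mg/ml BSA, 1mM TCEP and 0.01% Tween-20.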
Vif-A3G inh: inhibitors of Vif-APOBEC3G interaction. 0.076% of 410,000 active. HeLa A3G-eYFP + Vif (tagged APOBEC3G with the HIV-1 protein that degrades it), YFP fluorescence, overnight. AID 602310. Potency, µM (top dose mostly 46.1 µM), inactives show top-dose activity, negative = active, actives largely listed as inhibitors. Q9HC16;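 further: potency means the concentration at half of the fitted maximal effect; on the % scale 0 is the no-effect control and ±100 the full control effect; nearly all actives have a fitted effect of over 60% in size; hits raise eYFP signal because A3G escapes Vif-driven loss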
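Read-out is eYFP fluorescence (Ex 488/Em 500-530) from Vif-expressing HeLa A3G-eYFP cells; more signal means A3G escaped Vif-mediated degradation. Cells plated overnight, compound pinned in, incubated overnight at 37 deg C.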
LDHA inh: blocks human lactate dehydrogenase A; purified LDHA, NADH/diaphorase-resazurin fluorescence; stronger effect = lower value; activity change, % (values are at about 110 or 230 µM); P00338; 0.15% of 480,000 active; in the data active means activity change below about -30%; inconclusive means mostly about -25% to -30%;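 further: plate controls were DMSO wells for no effect and wells without enzyme for full effect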
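Remaining NADH was detected by diaphorase (0.133 mg/mL) converting 37 µM resazurin to fluorescent resorufin, read at 0 and 20 minutes. The preceding 5-minute room-temperature reaction used 2 nM LDHA, 0.2 mM sodium pyruvate and 0.06 mM NADH at pH 7.4.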
* = called active by the depositor; ? = inconclusive; / = not tested or not shown; [ ] = remark or other dose. Unless noted, the call rests on the fitted dose curve; in most records, active means well fitted curve in the direction sought with a large enough effect; inconclusive means small, poorly fitted or top-dose-only effect, or another doubt; inactive means no such curve, though single readings can be large; an effect the other way counts as inactive or inconclusive. The list is partial. The share of hits here may be higher or lower than overall.

SMILES	PI4K2A inh	RXFP1 agonist	TrxR1 substrate	mIDH1 inhibitor	Vif-APOBEC3F blk	Glioma ERSR ind	USP1 inh	Vif-A3G inh	LDHA inh
CC(C)N(Cc1ccccc1)C(=O)CN1C(=O)NC2(CCCc3ccccc32)C1=O (stereo not drawn)	-3	-0.5%	5%	0%	-4%	1%	-9%	-2%	-8
COc1ccc(N(C(C)C(=O)NCCSCc2cccc(Cl)c2)S(C)(=O)=O)cc1 (stereo not drawn)	-1	-1.2%	1%	7%	1%	2%	-17%	-5%	1
Nc1ccc(C(=O)NCCCSc2ccccc2)cc1[N+](=O)[O-]	2	0.5%	-7%	6%	-14%	-1%	-14%	-5%	-1
CCCN1CC=C2C(C#N)=C(N)C(C#N)(C#N)C(c3cc(OC)ccc3OC)C2C1 (stereo not drawn)	-7	-2.5%	-2%	-14%	-6%	-10%	-26%	-4%	3
Cc1ccc2nsnc2c1S(=O)(=O)N1CCN(CCc2ccccc2)CC1	1	0.7%	-1%[57.1 µM]	9%	?	-1%	-12%	1%	-6
CC(NC(=O)CCC(=O)NC(C)C1COc2ccccc2O1)C1COc2ccccc2O1 (stereo not drawn)	2	-0.6%	-7%	6%	-2%	-4%	-10%	0%	-5
CCCSc1nnc2[nH]c(=O)cc(N)n12	-1	1.3%	8%[57.1 µM]	6%	-8%	-1%	-17%	-3%	-7
O=C(N/N=C/c1cccnc1)C1CCCCC1	-2	0.5%	9%[57.1 µM]	7%	-4%	-3%	-3%	0%	-2
O=[N+]([O-])c1ccc(Cl)c(/C=N/n2c(-c3ccncc3)n[nH]c2=S)c1	1	6.0%	-19%[57.1 µM]	9%	0%	-2%	-7%	-2%	-5
O=C(O)c1ccc(/C=C2\SC(=S)N(Nc3ccccc3)C2=O)cc1	-9	4.3%	-8%	-4%	-11%	6%	-7%	-4%	0
C#CCOCCOCCOCCNc1nc(N2CCN(C(=O)[C@H]([C@@H](C)CC)n3cc(CCCCN)nn3)CC2)nc(N2CCN(C(=O)[C@H](C)n3cc(CCC(=O)O)nn3)CC2)n1	1	1.3%	4%	-1%	-2%	-4%	-25%	0%	1
CCc1ccc(NC(=O)c2nn(-c3ccc(OC)cc3)c(=O)c3c2c2ccccc2n3C)cc1	1	-0.7%	14%	/	/	/	-24%	/	-13
CCOc1ccc(NC2c3ccccc3C(=O)N2Cc2ccco2)cc1 (stereo not drawn)	3	0.7%	11%[57.1 µM]	0%	2%	-2%	-22%	-3%	6
CCN(CC)S(=O)(=O)c1ccc(-c2nnc(SCC(=O)N3CCOCC3)o2)cc1	-13	3.4%	3%	14%	-5%	-4%	-11%	1%	1
CCN1CCN(Cc2ccc(NC(=O)Nc3ccccc3)cc2)CC1	0	-4.5%	6%	9%	-2%	-11%	-19%	-1%	3
CCOc1ccc(/C=C/c2nc(C#N)c(NC3CCCCC3)o2)cc1	-10	5.8%	5%	-6%	-5%	-2%	-3%	-11%	-1
O=C(c1ccc2c(=O)n3c(nc2c1)CCC3)N1CCN(S(=O)(=O)c2ccccc2Br)CC1	-2	/	0%	-8%	-8%	-4%	-13%	-3%	-15
Cc1ccc(/C=N/NC(=O)CNC(=O)c2ccc(S(=O)(=O)N3CCCC3)cc2)o1	1	2.0%	-3%	5%	1%	-5%	-22%	-1%	0
COc1ccc(CC(=O)Nc2cc(Cl)ccc2O)cc1	3	0.3%	-5%	0%	-1%	0%	-8%	1%	4
CC(=O)c1c(C)[nH]c(C(=O)OCc2ccc(F)cc2Cl)c1C	1	7.5%	5%[57.1 µM]	1%	-16%	-3%	-16%	4%	-8
COc1cc(/C=C/CO)cc(OC)c1O[C@@H]1O[C@H](CO)[C@@H](O)[C@H](O)[C@H]1O	-4	-1.6%	6%[57.1 µM]	-3%	1%	-4%	1%	2%	-2
CC(C)C(NS(=O)(=O)c1cccc2nsnc12)C(=O)NCc1ccco1 (stereo not drawn)	2	6.7%	-11%	-3%	6%	-3%	-5%	1%	2
CCc1ccc(NC(=O)CSCc2ccc(C(=O)O)cc2)cc1	4	-2.3%	-6%	6%	9%	-2%	4%	1%	-10
O=C(O)c1ccc2c(c1)C(=O)N(C(Cc1ccccc1)C(=O)O)C2=O (stereo not drawn)	-3	-0.4%	9%	-4%	1%	-1%	-9%	1%	-1
Cc1cc(C)cc(OCC(=O)O/N=C(\N)c2cccnc2)c1	-6	-0.3%	-8%[11.4 µM]	12%	1%	3%	-12%	-7%	1
Going on with the list.
SMILES	PI4K2A inh	RXFP1 agonist	TrxR1 substrate	mIDH1 inhibitor	Vif-APOBEC3F blk	Glioma ERSR ind	USP1 inh	Vif-A3G inh	LDHA inh
CCn1nc(C)c(NC(=O)/C=C/c2ccc(OC)c(COc3ccc(Br)cc3)c2)c1C	-1	-1.2%	-5%	8%	3%	-5%	-19%	2%	22
O=C(N/N=C1\CCCc2ccccc21)c1ccccc1Cl	6	0.1%	-6%	7%	-1%	4%	-18%	-4%	-1
CC(Sc1ccc2c(c1)OCCO2)C(=O)Nc1ccc(N2CCOCC2)cc1 (stereo not drawn)	0	2.2%	11%[57.1 µM]	1%	-26%	-1%	-26%	-1%	-1
CC1CCN(C(=S)NC(=O)c2ccco2)CC1	1	-0.8%	5%	-8%	-8%	7%	-24%	0%	-1
CC(=O)N1CCN(C(=S)Nc2ccc(SC(F)F)cc2)CC1	4	0.7%	5%[57.1 µM]	0%	5%	-9%	-4%	0%	-4
CC(C1SC(=S)NC1=O)C1SC(=S)NC1=O (stereo not drawn)	-27	/	/	9%	-15%	-6%	-23%	-3%	13
COc1ccccc1OCC(=O)N1CC2(C)CC1CC(C)(C)C2 (stereo not drawn)	10	-1.0%	5%	12%	-16%	-2%	-9%	2%	3
O=C1/C(=C\c2ccccn2)SC(=S)N1c1ccc(S(=O)(=O)Nc2nccs2)cc1	0	0.3%	3%[57.1 µM]	-23%	2%	2%	-9%	0%	-11
Cn1c(=O)[nH]c(=O)c2c1[nH]c(=S)n2Cc1ccc(Cl)cc1	2	2.9%	-1%[57.1 µM]	-7%	-1%	-12%	-8%	2%	-1
CC1Sc2ccc(S(=O)(=O)N3CCC(C(=O)NCc4ccc(Cl)cc4)CC3)cc2NC1=O (stereo not drawn)	14	0.7%	0%	2%	1%	-1%	-18%	2%	0
Cc1ccc(CS(=O)(=O)CCC(=O)NCc2ccc(F)cc2)cc1	-9	-0.2%	6%	11%	-1%	-9%	-25%	0%	-16
Cc1ccc(NC(=S)NCCO)c(C)c1	-5	0.6%	-8%[57.1 µM]	5%	4%	-2%	-14%	-5%	-2
CCN1CCN(CCNC(=O)c2ccc3c(c2)NC(=O)/C(=C\c2cccc(Cl)c2)S3)CC1	-5	/	/	-3%	?	-5%	-15%	6%	-11
CC1Cc2nc(SCC(=O)Nc3nccs3)n(Cc3ccccc3)c(=O)c2S1 (stereo not drawn)	-2	-0.7%	1%	6%	3%	3%	?	-5%	-9
COc1ccc2[nH]c3nc(SCC(=O)NNC(=O)c4ccc(OC)c(OC)c4)nnc3c2c1	-3	2.7%	1%	1%	-10%	1%	-17%	-4%	0
Cc1cccc(NC(=O)Nc2nnc([C@H]3C[C@H](O)[C@@H](CO)O3)s2)c1	-4	/	/	/	/	-2%	/	-4%	-9
C=CCSc1ncc(C(=O)OCC)c(N)n1	-1	-1.2%	-3%	-2%	-3%	0%	-12%	-12%	-3
Cc1cccc(NS(=O)(=O)c2ccc3[nH]c4c(c3c2)CCCCCC4)c1	-5	1.0%	5%[57.1 µM]	17%	0%	-11%	-11%	-10%	-10
N#Cc1ccc(C(=O)Nc2ccc(N3CCN(C(=O)c4ccco4)CC3)cc2)c(F)c1	0	2.1%	1%	-1%	-15%	-3%	-9%	?	-3
c1ccc2c(c1)oc1c(N3CCN(Cc4ccc5c(c4)OCO5)CC3)ncnc12	0	1.0%	17%	5%	/	-4%	-14%	0%	0
CCNc1nc(NCC)n2c(SCC(=O)Nc3ccc(CC)cc3)nnc2n1	-3	-1.2%	-12%	-4%	6%	-1%	-11%	-1%	-6
COc1ccc2occ(C(=O)c3coc4ccc(O)c(CN(C)C)c34)c2c1	3	2.0%	2%	4%	2%	-3%	-31%	1%	27
COc1ccc(-c2cc(CS(=O)(=O)c3ccccc3)on2)cc1	2	0.4%	4%	2%	2%	5%	-21%	1%	2
O=C(CN1C(=O)CSc2ccccc21)Nc1ccccc1C(=O)N1CCOCC1	3	-0.6%	-16%	4%	-10%	-2%	-3%	0%	-5
O=C1N[C@@H](Cc2ccccc2)C(=O)N2[C@@H]1C[C@]1(Br)c3ccccc3N(S(=O)(=O)c3ccccc3)[C@H]21	-2	/	8%	-2%	3%	-3%	-32%	-4%	-1

Record cards, from the list above.
O=C(N/N=C1\CCCc2ccccc21)c1ccccc1Cl across the screens: PI4K2A inh: 6; RXFP1 agonist: 0.1%; TrxR1 substrate: -6%; mIDH1 inhibitor: 7%; Vif-APOBEC3F blk: -1%; Glioma ERSR ind: 4%; USP1 inh: -18%; Vif-A3G inh: -4%; LDHA inh: -1
CC(Sc1ccc2c(c1)OCCO2)C(=O)Nc1ccc(N2CCOCC2)cc1 (stereo not drawn) across the screens: PI4K2A inh: 0; RXFP1 agonist: 2.2%; TrxR1 substrate: 11%[57.1 µM]; mIDH1 inhibitor: 1%; Vif-APOBEC3F blk: -26%; Glioma ERSR ind: -1%; USP1 inh: -26%; Vif-A3G inh: -1%; LDHA inh: -1
